Screening results as filed in PubChem.
IDE act – activators of human insulin-degrading enzyme in cells; P14735; HEK cells, FAbeta-B cleavage, fluorescence polarization; 0% vehicle, 100% cell-free pure enzyme wells; activation, % at 5.96 µM; hit rate 0.073% among 340,000;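 active = activation above the mean of all tested compounds plus 3 SD, set per screening campaign, cut at about 17% in these data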
Target sequence (P14735 whole entry, looked up): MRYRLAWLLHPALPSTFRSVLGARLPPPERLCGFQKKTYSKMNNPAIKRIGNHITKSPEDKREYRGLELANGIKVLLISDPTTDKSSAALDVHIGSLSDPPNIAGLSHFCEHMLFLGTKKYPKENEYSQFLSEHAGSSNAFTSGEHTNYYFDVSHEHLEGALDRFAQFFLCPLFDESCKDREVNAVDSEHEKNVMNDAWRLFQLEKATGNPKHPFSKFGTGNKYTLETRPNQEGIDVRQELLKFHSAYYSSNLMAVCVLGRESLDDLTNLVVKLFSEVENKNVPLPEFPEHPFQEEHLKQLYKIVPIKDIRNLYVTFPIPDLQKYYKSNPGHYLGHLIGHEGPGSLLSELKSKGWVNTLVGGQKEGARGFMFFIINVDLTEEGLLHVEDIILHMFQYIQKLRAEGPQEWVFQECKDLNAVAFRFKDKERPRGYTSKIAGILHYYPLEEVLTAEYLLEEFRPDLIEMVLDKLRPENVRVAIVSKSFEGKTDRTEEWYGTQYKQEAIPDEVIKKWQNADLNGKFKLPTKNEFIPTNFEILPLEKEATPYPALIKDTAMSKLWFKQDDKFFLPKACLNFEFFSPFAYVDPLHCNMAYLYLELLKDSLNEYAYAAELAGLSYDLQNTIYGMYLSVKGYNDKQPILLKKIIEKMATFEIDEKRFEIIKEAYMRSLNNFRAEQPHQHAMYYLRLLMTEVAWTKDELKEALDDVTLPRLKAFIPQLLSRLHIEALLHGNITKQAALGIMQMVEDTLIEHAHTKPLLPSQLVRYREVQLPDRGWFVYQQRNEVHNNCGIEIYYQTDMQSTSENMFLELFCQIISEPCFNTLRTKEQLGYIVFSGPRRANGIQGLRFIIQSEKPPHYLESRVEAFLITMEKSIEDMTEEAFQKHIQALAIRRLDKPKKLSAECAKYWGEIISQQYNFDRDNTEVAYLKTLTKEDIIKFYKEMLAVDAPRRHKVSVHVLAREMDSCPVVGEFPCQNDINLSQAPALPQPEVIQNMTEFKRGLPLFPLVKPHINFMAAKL
UBC9 SUMO inh – SUMOylation inhibition; P63279; HTRF SUMOylation assay, SAE1/SAE2 + UBC9, in vitro; inhibition, % at 35 µM; hit rate 0.36% among 290,000; in the data active = inhibition above about 50%, passing the limit was not always enough; note: strong numbers were not always called active
FID counter – fluorescent intercalator displacement, NS3 helicase counter-screen; hit rate 0.17% among 290,000; inhibition, % at 7.9 µM; AID 1845; DNA fluorescent intercalator displacement, fluorescence; in the data active = inhibition above about 37%;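 note: 0% = vehicle and 100% = reference compound; higher means more ethidium bromide displaced from hairpin DNA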
IMP-1 inhibitor – blocks Pseudomonas aeruginosa IMP-1 metallo-beta-lactamase. purified IMP-1, nitrocefin hydrolysis, epi-absorbance fluorescence. inhibition, % at 5.6 µM. hit rate 0.45% among 290,000. AID 1556;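 active = inhibition above the mean plus 3 SD of all compounds in the same screening run, cut at about 4.5% in these data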;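 note: 0% = IMP-1 with DMSO and 100% = DMSO wells lacking enzyme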
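System: purified recombinant IMP-1 beta-lactamase. Medium: Zinc- and detergent-supplemented HEPES buffer, pH 7.1. Compound: one 5.6 µM dose […]. Schedule: 15 min preincubation plus 25 min reaction at 25 °C. Technique: Epi-absorbance fluorescence, 480 nm excitation, 530 nm emission.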
pCIP destab – lowers stability of the mouse p/CIP coactivator protein | F442A p/CIP-EGFP cells, EGFP fluorescence, 16 h | Q05BA5 | hit rate 0.01% among 290,000 | decrease of EGFP signal, % at 10 µM;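 active = EGFP signal decrease of at least 30% at 10 µM or well 3 SD below plate mean, unless failing retest; inactive = the rest, including hits failing retest or dose response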; note: some compounds called inactive have numbers as strong as hits; many of its hits are not listed in these tables
VIM-2 inhibitor – blocks Pseudomonas aeruginosa VIM-2 metallo-beta-lactamase; inhibition, % at 5.6 µM; hit rate 0.89% among 290,000; purified VIM-2, nitrocefin hydrolysis, epi-absorbance fluorescence;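 active = inhibition above the mean of all tested compounds plus 3 SD, cutoff set per screening run, cut at about 7.5% in these data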;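 note: red hydrolysis product quenches plate fluorescence so inhibitors raise well fluorescence; 0% = enzyme with DMSO and 100% = DMSO without enzyme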
IDE inh – inhibits human insulin-degrading enzyme in HEK cells; AID 434962; P14735; inhibition, % at 5.59 µM; hit rate 0.41% among 320,000; FAbetaB cleavage, fluorescence polarization;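 active = percent inhibition above the average of all tested compounds plus 3 SD, set per screening campaign, cut at about 16% in these data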;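 note: IDE supplied by intact live HEK cells; FP after avidin binding of uncleaved biotin substrate so inhibition keeps polarization high; 0% = DMSO wells and 100% = 60 µM reference IDE inhibitor Ii1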
M18AAP inhibitor – blocks P. falciparum M18 aspartyl aminopeptidase. inhibition, % at 7.35 µM. hit rate 1.2% among 290,000. recombinant PfM18AAP, H-Glu-NHMec fluorogenic cleavage;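 active = inhibition above the campaign mean inhibition over all tested compounds plus 3 SD, cut at about 28% in these data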;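 note: 0% = plate median of test compound wells and 100% = 2 mM ZnCl2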
NS3 helicase inh – inhibitors of Hepatitis C virus NS3 helicase | NS3 helicase DNA unwinding, Cy5 molecular beacon fluorescence | inhibition, % at 10.9 µM | hit rate 0.56% among 290,000;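 active = inhibition above the mean of all tested compounds plus 3 SD, set per campaign, cut at about 35% in these data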;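 note: 0% = DMSO wells and 100% = thioflavine S control wells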
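System: HCV NS3 helicase fragment; control set: DMSO and thioflavine S; technique: Cy5 fluorescence at 0 and 60 min, beacon hairpin quenching; reagent: beacon DNA duplex substrate plus ATP; replicates: singlicate; schedule: 1 h reaction at 25 °C, ATP-initiated; medium: MOPS buffer pH 6.5 with MgCl2, DTT, Tween20, BSA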
* hit, by the source's call; · = no result given.

SMILES | IDE act | UBC9 SUMO inh | FID counter | IMP-1 inhibitor | pCIP destab | VIM-2 inhibitor | IDE inh | M18AAP inhibitor | NS3 helicase inh
C=CCn1c(O)c(N=NC(=S)Nc2cccc(C)c2)c2ccccc21 | -4 | -16 | -6 | -4.2 | -20 | -4.0 | 24* | 0 | -3
Cc1cc(OCCCCOc2ccc(S(N)(=O)=O)c(C)c2)ccc1S(N)(=O)=O | 2 | -14 | -22 | -4.5 | -10 | -2.8 | 6 | 2 | -3
Cc1ccc(C(=O)N/N=C/c2cccc(OC(=O)/C=C/c3ccco3)c2)cn1 | · | 18 | -19 | -1.4 | -18 | -2.1 | -1 | 7 | 10
COc1ccc2c(c1)NC(c1ccc(N(C)C)cc1)c1cccn1-2 (stereo unspecified) | -1 | 2 | -14 | 0.5 | 1 | 4.3 | -3 | 4 | 4
CCOc1ccccc1C1C(C#N)=C(N)Oc2cc(C)n(C)c(=O)c21 (stereo unspecified) | 4 | -3 | 0 | -2.2 | -5 | -1.4 | -3 | 2 | 0
CSc1ncc(CN2CCc3c([nH]c4ccccc34)C2c2cccc(C)n2)cn1 (stereo unspecified) | 9 | 7 | -13 | -2.2 | 6 | -3.0 | 4 | -2 | -7
COc1ccc(Br)cc1CN(C)CC(O)COc1ccc(Br)cc1 (stereo unspecified) | -4 | -4 | 19 | -0.5 | -10 | 1.7 | 2 | -5 | -70
COc1ccc(CNC(=O)COC(=O)CCCOc2ccc(Cl)cc2Cl)cc1 | 2 | -11 | -12 | -3.4 | -4 | -3.2 | 4 | 3 | 0
Cc1cc(C)n(-c2nc(NCC(C)O)c3c4c(sc3n2)CCCC4)n1 (stereo unspecified) | 2 | -14 | -14 | -3.0 | -4 | -2.9 | 3 | -2 | 3
CCOC(=O)C1=C(C)NC(=O)NC1c1ccc(Cl)cc1Cl (stereo unspecified) | -9 | 12 | -5 | -2.6 | -8 | -2.2 | 2 | -8 | 2
NS(=O)(=O)c1ccc(CNS(=O)(=O)c2ccc(Cl)nc2)cc1 | 2 | -14 | 2 | -2.2 | 4 | -3.2 | 7 | -3 | -8
COc1ccc(OCC(=O)Nc2ccc(N3CCC(C)CC3)cc2)cc1 | 0 | 20 | -6 | -1.3 | -2 | 0.3 | 2 | -13 | 1
C/C(CC(=O)NCc1ccco1)=N\NC(=O)c1ccc([N+](=O)[O-])cc1Cl | -4 | -6 | -1 | -3.4 | -4 | -3.4 | 0 | 15 | 4
COCCN(CCOC)Cc1c(C)[nH]c2ccccc2c1=O | -2 | 13 | 0 | -2.9 | -7 | -3.4 | -2 | 7 | 2
CCC(C)NC(=O)c1ccc(CN2CCc3ccccc3C2)cc1 (stereo unspecified) | -1 | 4 | -7 | -2.1 | 5 | 0.8 | 0 | 1 | 1
Cc1cc(OCC(=O)N2CCC[C@@H]2C(=O)O)c2c(C)c(C)c(=O)oc2c1 | 6 | 30 | -10 | -2.8 | -1 | 27* | 4 | 5 | 11
Cc1nn(CC(=O)NCCc2ccccc2)c(=O)c2cc3occc3n12 | 8 | 11 | -11 | -2.4 | -2 | 0.1 | -6 | 2 | 3
CC(C)(CN1CCc2ccccc2C1)NS(=O)(=O)c1ccccc1 | 11 | 12 | 5 | -2.1 | -14 | -1.3 | 1 | -7 | -4
COC(=O)c1ccc(C(c2c(C)n(C)n(-c3ccccc3)c2=O)c2c(C)n(C)n(-c3ccccc3)c2=O)cc1 | 4 | -2 | -29 | -4.0 | -8 | -1.5 | 6 | -4 | -13
CCCCCCNC(=O)Cc1c(O)c2ccccc2[nH]c1=O | 7 | 0 | 2 | -2.9 | -3 | 1.6 | -4 | 1 | -3
O=C(CN(CCc1ccccc1)S(=O)(=O)c1ccc(Cl)cc1)N/N=C/c1ccc2c(c1)OCO2 | -1 | -6 | -2 | -1.3 | 0 | 1.5 | 1 | -2 | 3
O=C(CN(C(=O)CCC(=O)Nc1nccs1)c1ccccc1F)NCc1ccccc1 | -1 | 9 | -37 | -3.5 | 5 | -1.6 | 5 | 7 | -5
Cn1c(=O)n(C)c2cc(/C=N/NC(=O)c3ccncc3)ccc21 | · | 25 | -8 | -2.9 | 2 | 1.3 | 0 | 6 | 4
Cc1cccc(NC(=O)c2sc(NC(=O)COc3ccccc3)c(C#N)c2C)c1C | -1 | -4 | -8 | -2.4 | 2 | -2.5 | 0 | -1 | -6
O=C(CN1CCOc2ccccc21)N1CCN(c2cccc(Cl)c2)CC1 | -4 | · | -27 | -3.0 | · | -0.8 | 4 | 5 | -4
O=C(COc1ccccc1O)NNc1ccccc1 | -3 | 5 | -3 | -2.1 | -16 | -3.9 | 2 | 10 | -3
CC1C(C#N)=C(N)OC2=C1C(=O)CC(c1ccccc1)C2 (stereo unspecified) | -4 | 11 | -14 | -0.6 | -13 | -0.3 | -1 | 1 | 17
CCOC(=O)C1(Cc2cccc(OC)c2)CCN(Cc2cnc(N)nc2)CC1 | · | 22 | 0 | -1.6 | -6 | -0.1 | 3 | 0 | 0
O=C(NCc1ccc(F)cc1)C1CCCN(C(=O)Nc2ccccc2)C1 (stereo unspecified) | 1 | 11 | -8 | -2.4 | -6 | -2.9 | 4 | 0 | 0
Cc1cc(C)c(S(=O)(=O)c2cccc(Br)c2C)c(=O)[nH]1 | -3 | 7 | -16 | -4.0 | -6 | -2.1 | 5 | 6 | 4
CC(=O)Nc1cc(-c2nn3c(C)nnc3s2)ccc1C | 3 | 23 | 0 | -3.9 | -18 | 0.7 | 1 | 2 | 6
COCCN(CCOC)S(=O)(=O)c1ccc(C(=O)Nc2nnc(CSC)o2)cc1 | -1 | 1 | -20 | -3.0 | 16 | -4.1 | 0 | 5 | -3
Oc1oc(-c2ccco2)nc1C=Nc1ccccc1 | -1 | 16 | 5 | -1.1 | -11 | 2.3 | 4 | 0 | 4
CCc1ccc2[nH]c(=O)c(CN(CCN(CC)CC)C(=S)NCc3ccco3)cc2c1 | -1 | -5 | 24 | 1.8 | -9 | -1.5 | -6 | 4 | -44
Cc1cc(NC(=O)Nc2ccc(OCc3ccccc3)cc2)n(C)n1 | 3 | -9 | -21 | -0.7 | 3 | -1.3 | -1 | -4 | -9
Cc1oc(C(=O)O)cc1COc1ccc2c3c(c(=O)oc2c1C)CCC3 | 7 | 20 | -26 | -2.0 | -11 | 4.7 | 10 | -4 | 9
CCCCN(CC)Cc1ccc(CNC(=S)Nc2ccc(C)cc2Cl)o1 | -3 | 10 | 6 | -2.5 | 15 | -0.7 | -3 | 2 | -8
O=C(CN1C(=O)CCSc2ccc(S(=O)(=O)N3CCCC3)cc21)Nc1ccccc1Cl | -3 | 17 | -40 | -1.3 | -4 | -4.2 | 2 | -8 | 6
C/C(=N/NC(=O)NC12CC3CC(CC(C3)C1)C2)c1ccccc1 | 5 | 21 | -24 | -0.7 | -9 | -1.6 | -1 | -14 | 2
Cc1ccc(NCCC(=O)c2cccs2)cc1 | 4 | 18 | 4 | -2.1 | -13 | -0.6 | -9 | 7 | -2
COc1cccc(/C=N/NC(=O)c2[nH]nc3c2CCc2ccccc2-3)c1 | · | 12 | -11 | -3.0 | -9 | -4.3 | 2 | 3 | 0
CC(=O)Oc1ccc(C(=O)Nc2nnc(C)s2)cc1 | 5 | 9 | -4 | 0.6 | -2 | -0.1 | 1 | -6 | -13
O=C(CC(c1ccccc1)c1ccccc1)NCc1cccnc1 | -5 | -12 | -6 | 1.6 | -8 | -1.6 | 5 | 2 | -4
CCc1ccc2[nH]c(=O)c(CN(Cc3ccccc3)Cc3nnnn3Cc3ccco3)cc2c1 | 3 | 17 | -18 | -2.8 | 1 | -0.2 | 1 | 16 | 22
O=C(NCc1ccccc1)c1ccccc1CO | 3 | -15 | 1 | -2.1 | -4 | -2.7 | 7 | -1 | -3
CCCOc1ccc(C(=O)Nc2ccc(S(=O)(=O)Nc3onc(C)c3C)cc2)cc1 | -5 | -2 | -32 | -2.6 | 8 | -2.8 | 1 | 2 | 8
COc1ccc(C(=O)Nc2cccc(C)c2)cc1 | 4 | 22 | -1 | -3.6 | -8 | -2.3 | 1 | 7 | 0
C/C(=N\Nc1cc(N2CCOCC2)ncn1)c1cccc([N+](=O)[O-])c1 | -3 | 26 | -1 | -3.9 | -11 | -0.8 | 6 | -2 | 3
CCOC(=O)c1sc(NNC(=O)c2ccc(F)cc2)nc1C | -5 | -8 | -9 | -2.9 | -1 | -3.2 | -3 | 28* | 6
NC(=O)[C@@H]1CCOc2c(I)cc([N+](=O)[O-])cc2C(=O)N[C@@H](CO)C(=O)NCC(=O)N1 | 5 | 13 | -14 | -2.8 | 2 | -1.4 | 0 | 1 | 8
CCOc1cc(-c2nc(-c3ccc(C)nc3OC)no2)cc(OCC)c1OCC | 3 | 10 | -14 | -3.0 | -7 | -2.6 | · | -1 | 1
COc1cccc(CN2C(=O)C(C)Oc3ccccc32)c1 (stereo unspecified) | 0 | 14 | -20 | -2.9 | -16 | -0.1 | 2 | -5 | -17
COc1ccc(OC)c(NC(=O)C2C3C=CC(C3)C2C(=O)NCc2ccccn2)c1 (stereo unspecified) | 2 | 5 | 4 | -2.3 | 16 | -1.6 | -3 | 0 | 6
Cn1c(CN2CCOCC2)nnc1SCC(=O)NCCc1ccccc1 | -21 | -2 | 5 | -2.1 | -2 | -5.1 | 21* | 4 | -3
O=C(COc1ccccc1Cl)Nc1ccc(NC(=O)c2ccco2)cc1 | 1 | 20 | -27 | -1.1 | -6 | -1.7 | 0 | 3 | 0
Cc1nn(-c2cc(N3CCCCC3)ccc2[N+](=O)[O-])c(=O)c2ccccc12 | -2 | -29 | -13 | -5.1 | -16 | -3.5 | 9 | 4 | -8
COc1ccc(-n2c(-c3ccc(Br)cc3)n[nH]c2=S)cc1 | 4 | -4 | -32 | -6.9 | -9 | -4.0 | 8 | 20 | 30
Cc1cccc(/C=N/n2c(-c3ccncc3)n[nH]c2=S)c1 | 5 | 7 | -2 | 1.8 | -8 | -1.1 | -3 | 5 | 5
CCn1cc(C(=O)N[C@H](C(=O)NCCCn2ccnc2)C(C)C)c(=O)c2cc3c(cc21)OCO3 | 7 | -3 | -4 | -1.3 | 1 | 1.2 | -5 | 4 | -3

Full records, quoted from the list. Order of values: IDE act | UBC9 SUMO inh | FID counter | IMP-1 inhibitor | pCIP destab | VIM-2 inhibitor | IDE inh | M18AAP inhibitor | NS3 helicase inh
Cc1cccc(/C=N/n2c(-c3ccncc3)n[nH]c2=S)c1 in the list: 5 | 7 | -2 | 1.8 | -8 | -1.1 | -3 | 5 | 5
Cn1c(=O)n(C)c2cc(/C=N/NC(=O)c3ccncc3)ccc21 in the list: · | 25 | -8 | -2.9 | 2 | 1.3 | 0 | 6 | 4
COc1ccc(C(=O)Nc2cccc(C)c2)cc1 in the list: 4 | 22 | -1 | -3.6 | -8 | -2.3 | 1 | 7 | 0
O=C(NCc1ccc(F)cc1)C1CCCN(C(=O)Nc2ccccc2)C1 (stereo unspecified) in the list: 1 | 11 | -8 | -2.4 | -6 | -2.9 | 4 | 0 | 0
